NOD1 NF-kB reporter = inhibition of NOD1-driven NF-kB reporter – cell-based, luminescence, uHTS, primary screen (AID 1578) | inhibition, % at 4 µM; hits with a dose series show EC50 in µM | 1% of 290,000 active | NOD1-driven NF-kB luciferase reporter cells, luminescence; higher % means a stronger effect; in the data active = inhibition mostly above about 36%, no sharp cut-off; inactive = mostly below about 34%;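 also: HEK-293T reporter cells stimulated with the NOD1 agonist gamma-tri-DAP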
KOR beta-arrestin-1 = kappa opioid receptor blockers – cell-based, luminescence, uHTS (AID 1778); 0.091% of 290,000 active; KOR beta-arrestin recruitment, luminescence, antagonist mode; higher % means a stronger effect; one-dose inhibition, % at 10 µM; IC50 in µM for titrated hits; in the data active = inhibition above about 50%; also: strong numbers were not always called active
West Nile virus CPE = inhibition of WNV-induced cytopathic effect – cell-based, CPE readout (AID 1621); West Nile virus-infected cells, CPE inhibition; higher % means a stronger effect; 0.02% of 290,000 active; one-dose CPE inhibition, % at 10 µM; IC50 in µM for titrated hits; in the data active = a potency from the dose series; inconclusive = CPE inhibition mostly from about 3.7% at the one dose, without a potency; inactive = the rest, 99 in 100 with CPE inhibition below about 2.2%; also: strong numbers were not always called active
GPR35 antagonists = GPR35 antagonists blocking zaprinast-driven arrestin recruitment, primary screen, imaging, U2OS, beta-arrestin-GFP, zaprinast agonist (AID 2058). 0.052% of 290,000 active. inhibition, % at 10 µM; hits with a dose series show IC50 in µM. U2OS GPR35 beta-arrestin-GFP translocation imaging, zaprinast antagonism; higher % means a stronger effect;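 active = inhibition of at least 50% with at least 30 cells and total cytoplasm GFP at most 10,000,000; inconclusive = under 30 cells or total GFP of 10,000,000 plus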
GPR55 antagonists = inhibition of LPI-stimulated GPR55 beta-arrestin translocation – imaging, U2OS, beta-arrestin-GFP, LPI agonist, primary screen (AID 2013) | 0.13% of 290,000 active | U2OS GPR55 beta-arrestin-GFP translocation imaging, LPI antagonism; higher % means a stronger effect | one-dose inhibition, % at 10 µM; IC50 in µM for titrated hits;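 active = spots per cell inhibited over 60%, with over 100 cells counted and total cytoplasm intensity under 500,000; inconclusive = wells with under 100 cells, flagged as likely toxic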;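 also: U2OS cells stably carrying GPR55 and arrestin-GFP stimulated by 5 µM LPI near EC80; imaged beta-arrestin-GFP aggregate spots per cell after agonist stimulation; plate controls were LPI-stimulated DMSO wells for no effect and DMSO wells without LPI for full effect; some results filed as inactive read as strong as hits; confirmed hits need IC50 under 10 µM and bright autofluorescent wells are also inconclusive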
KOR beta-arrestin-2 = kappa opioid receptor activators – cell-based, luminescence, uHTS, primary screen (AID 1777). KOR beta-arrestin recruitment, luminescence; higher % means a stronger effect. activation, % at 10 µM, or EC50 in µM where a hit was titrated. 0.02% of 280,000 active; in the data active = activation above about 50%, passing the limit was not always enough; also: a part of the inactive calls stands beside numbers as strong as those of hits
Dengue-2 NS5 capping = Dengue-2 NS5 methyltransferase inhibitors, primary screen, biochemical, confirmation dose response (AID 588689); 0.3% of 340,000 active; inhibition, % at 25 µM; hits with a dose series show IC50 in µM; Dengue-2 NS5 methyltransferase capping enzyme assay, biochemical; higher % means a stronger effect; in the data active = a potency from the dose series; inconclusive = inhibition above about 29% without an active follow-up result
HIV peptide binding = inhibitors of HIV fusion peptide binding, primary screen, biochemical, uHTS, fluorescence dequenching (AID 1986); one-dose inhibition, % at 20 µM; IC50 in µM for titrated hits; cell-free peptide binding, fluorescence dequenching, 30 min; higher % means a stronger effect; 0.3% of 290,000 active; in the data active = inhibition mostly above about 52%, no sharp cut-off; inactive = mostly below about 76%; also: some results filed as inactive read as strong as hits
GPR55 beta-arrestin = GPR55 agonists via beta-arrestin recruitment, primary screen, imaging, U2OS cells, beta-arrestin-GFP redistribution (AID 1961) | one-dose activation, % at 10 µM; EC50 in µM for titrated hits | 0.048% of 290,000 active | U2OS GPR55 beta-arrestin-GFP redistribution imaging; higher % means a stronger effect;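 active = activation above 40% with more than 50 cells counted in the well; inconclusive = wells holding fewer than 50 cells, flagged as toxic or sparse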;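 also: U2OS osteosarcoma cells stably expressing GPR55 and beta-arrestin-GFP; plate controls were DMSO negative control for no effect and LPI positive control for full effect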
Dengue-2 NS5 capping pilot replicate = further read-out of Dengue-2 NS5 capping, marked with its call; inhibition, %; measured here: pilot screen replicate inhibition
The depositor's hits bear a star; ? = inconclusive; nt = not tested or not shown. A portion of the library (hit frequency here may not be typical).

SMILES	NOD1 NF-kB reporter	KOR beta-arrestin-1	West Nile virus CPE	GPR35 antagonists	GPR55 antagonists	KOR beta-arrestin-2	Dengue-2 NS5 capping	HIV peptide binding	GPR55 beta-arrestin	others
COc1cc(CN2CCNC(=O)C2CC(=O)N(Cc2nccn2C)C(C)C)cc(OC)c1 (centres undefined)	-2%	6%	0.1%	-6%	7%	-0.1%	4%	-0.2%	-0.3%
Cc1ccc(CN(C(=O)c2ccco2)C(C(=O)NC2CCCC2)c2ccc(N3CCOCC3)cc2)cc1 (centres undefined)	-22%	22%	-0.3%	0%	-7%	-3.2%	-1%	-1.3%	-0.1%
CCOC(=O)C1CCN(C(=O)CSc2nc(N)cc(=O)[nH]2)CC1	-20%	16%	-0.6%	-12%	1%	0.6%	-2%	-2.6%	-0.1%
O=C(O)Cn1c(-c2ccccc2)cc2ccccc21	0%	-15%	1.2%	-9%	-4%	4.4%	-6%	3.5%	-0.2%	Dengue-2 NS5 capping pilot replicate=-4.5
COCCNS(=O)(=O)c1ccc(C2CNC(=O)C2)cc1 (centres undefined)	5%	-19%	-0.2%	2%	5%	0.0%	-4%	1.2%	0.3%
CCc1nc(N2CCN(C(=O)c3ccco3)CC2)c(C#N)c2c1COC(C)(C)C2	-25%	-5%	-0.2%	-7%	-5%	-0.6%	-3%	1.3%	-0.2%
Cn1c(-c2nnn(-c3ccc(F)cc3)n2)cc2ccccc21	1%	9%	-0.3%	23%	-4%	-3.4%	nt	1.0%	-0.1%
C=CCN1C(=O)/C(=C2/Sc3ccc(OC)cc3N2C)SC1=Nc1ccc(OC)cc1	-29%	17%	0.1%	12%	4%	0.1%	nt	-0.9%	0.2%
COc1cccc(OCc2cc(C(=O)N3CCN(c4ccccc4OC)CC3)no2)c1	-22%	-6%	-0.3%	45%	3%	-0.5%	-4%	-1.3%	-0.2%
CC(C)c1ccc(C2C(C#N)=C(N)N3C(=C2C#N)Sc2ccccc23)cc1 (centres undefined)	2%	-10%	1.2%	7%	8%	-3.9%	nt	14%	0.6%
Cc1c(NC(=O)/C(C#N)=C/c2ccc(-c3ccc(Cl)cc3)o2)c(=O)n(-c2ccccc2)n1C	-11%	-28%	-1.7%	-8%	1%	1.3%	1%	-3.3%	-0.3%
Cc1nn(-c2cc(N3CCCCCC3)ccc2[N+](=O)[O-])c(=O)c2ccccc12	6%	47%	-1.2%	6%	7%	-4.0%	4%	-3.4%	0.0%
CC(C)CN(C(=O)CSc1nncs1)c1c(N)n(CC(C)C)c(=O)[nH]c1=O	17%	-30%	0.1%	14%	2%	-5.5%	-3%	-0.1%	-0.2%
COc1ccc(C(=O)NNC2=NS(=O)(=O)c3ccccc32)cc1OC	-30%	2%	0.5%	6%	28%	-1.0%	-4%	-0.3%	1.4%
COc1ccc(NC(=O)n2nc(OC(=O)c3cccs3)cc2N)cc1	-30%	10%	0.4%	2%	-1%	-5.6%	-19%	-1.3%	-0.1%
CCCCNc1nc(N)ncc1[N+](=O)[O-]	8%	6%	-0.1%	8%	3%	2.5%	-1%	0.4%	0.1%
Cc1cc(C)n(-c2nc(SCC(=O)N3CCCC3)c3c4c(sc3n2)CCCC4)n1	-35%	6%	0.1%	-12%	-3%	-0.5%	-2%	-0.3%	-0.1%
O=C(COc1ccc(Cl)cc1)Nc1nc(-c2ccncc2)cs1	nt	-8%	-0.2%	15%	12%	0.0%	3%	-0.6%	-0.2%
Fc1cccc(CN2CCN3CCCC3C2C2CCCCC2)c1 (centres undefined)	11%	-5%	-0.6%	1%	20%	6.7%	-2%	-2.5%	-0.1%
Cc1cc2cc3c(C)cc(=O)oc3c(C)c2o1	-2%	7%	0.2%	3%	6%	-1.5%	-3%	6.3%	0.0%
COc1ccc(N2CC(C(=O)Nc3ccc([N+](=O)[O-])cc3Br)CC2=O)cc1 (centres undefined)	-26%	-28%	-0.4%	-8%	8%	-0.7%	5%	-0.7%	0.0%
COc1cccc(-c2noc(-c3ccc(Cl)nc3)n2)c1	-47%	-13%	-0.1%	-9%	-2%	3.9%	nt	0.0%	0.9%
Cc1ccc(N(CC(=O)NCc2ccco2)C(=O)CCC(=O)Nc2nccs2)c(C)c1	-1%	-4%	-0.8%	-8%	-6%	-3.7%	-1%	0.0%	0.1%
O=C(NCCC1=CCCCC1)C1CCN(S(=O)(=O)c2cccs2)CC1	nt	-20%	-0.6%	2%	5%	-1.3%	-10%	-2.0%	-0.3%
CC(OC(=O)c1ccc(Cl)c(S(=O)(=O)Nc2ccc(F)cc2)c1)C(=O)NC(N)=O (centres undefined)	8%	17%	0.8%	4%	7%	-1.6%	-9%	1.8%	0.2%
Cc1ccc(N2CN(Cc3ccco3)CNC2=S)c(C)c1	23%	-28%	-0.9%	nt	-1%	7.4%	0%	1.3%	-0.3%
NC(=S)N=Nc1c(O)[nH]c2ccccc12	-41%	18%	0.2%	8%	-7%	1.1%	-8%	-0.4%	0.2%
O=C(CCc1ccc(O)cc1)N/N=C/c1coc2ccccc2c1=O	2%	-9%	0.1%	-8%	6%	3.4%	nt	0.8%	0.3%
O=C1/C(=C\c2ccc(Br)o2)SC(=Nc2ccccc2)N1c1ccccc1	23%	-28%	0.6%	-6%	4%	1.5%	-16%	17%	0.0%
Cc1oc(C(=O)O)cc1COc1ccc2c3c(c(=O)oc2c1C)CCC3	-24%	-47%	0.5%	9%	-8%	8.8%	7%	-0.8%	0.1%	Dengue-2 NS5 capping pilot replicate=-6.4
Cn1c(=O)c2nc(Cl)c(-c3ccccc3)nc2n(C)c1=O	-31%	29%	-0.3%	20%	15%	0.5%	-5%	-1.2%	0.4%
COc1ccc(S(=O)(=O)C(C#N)c2nc3ccccc3nc2N2CCCCC2)cc1 (centres undefined)	14%	2%	0.0%	7%	6%	1.8%	?	-4.6%	-0.4%
CCOC(=O)CNC(=O)N1CCCC(CNS(=O)(=O)c2cccs2)C1 (centres undefined)	-10%	12%	1.3%	8%	0%	-2.2%	-4%	0.0%	-0.3%
CCC(C(=O)NCCN1CCOCC1)n1c2ccccc2c2nc(=O)cc(C)n21 (centres undefined)	-3%	-12%	0.0%	10%	13%	9.8%	-1%	-0.9%	0.0%
O=C1C(NS(=O)(=O)c2ccc(Cl)cc2)=C(N2CCCCC2)C(=O)c2ccccc21	-7%	4%	-0.8%	8%	8%	-3.2%	1%	0.7%	0.2%
COc1ccc(C2OC(=O)CC2C(=O)NCc2ccc(C)cc2)cc1OC (centres undefined)	-15%	6%	-0.2%	4%	-7%	-5.2%	-2%	1.7%	0.0%
CC(=O)N1CCc2cc(S(=O)(=O)NCCC(=O)Nc3cccc(C)c3)ccc21	-15%	-17%	-0.4%	3%	1%	1.1%	-4%	-1.3%	0.2%
O=C(Cc1c(F)cccc1Cl)NNC(=O)Nc1ccc2c(c1)OCO2	-15%	-17%	-0.5%	-4%	0%	3.6%	-9%	0.2%	-0.1%
O=C1c2ccccc2C(=O)c2c1oc(C(F)(F)F)c2C(=O)c1ccccc1	nt	-53%	?	8%	-1%	6.4%	-2%	1.6%	-0.3%
CC1(c2nnc(-c3ccc(F)cc3)o2)CC(c2ccc([N+](=O)[O-])cc2)=NO1 (centres undefined)	-11%	-10%	0.1%	-15%	-1%	-1.2%	-5%	-2.9%	-0.1%
CCc1[nH]nc(C(=O)NC2CCCc3c2cnn3-c2cc(C)cc(C)c2)c1C (centres undefined)	-14%	16%	-0.1%	-7%	-2%	0.5%	-1%	1.9%	-0.1%
CCc1ccc(-c2cc(C(=O)Nc3c(C)n(C)n(-c4ccccc4)c3=O)c3ccccc3n2)s1	nt	6%	-0.2%	-7%	17%	-1.7%	-9%	-4.5%	0.2%
Clc1ccc(N2CCN(c3ncnc4c3oc3ccccc34)CC2)cc1	-8%	-7%	0.4%	12%	4%	53%	-1%	1.2%	-0.2%
O=C(c1cc(-c2cccc(Cl)c2)on1)N1CCOCC1	-6%	4%	-0.5%	7%	6%	-7.0%	-5%	-0.1%	0.0%
CC(C)Cn1c(-c2ccc(Cl)cc2)cnc1SCC(=O)N1CCOCC1	-11%	-26%	0.1%	10%	nt	2.4%	2%	3.0%	-0.1%
Cc1cccc(Oc2coc3cc(OC(=O)c4cccs4)ccc3c2=O)c1	-11%	-14%	0.1%	-2%	10%	3.2%	-13%	2.1%	-0.1%
Cc1ccc2nc(Cl)c(/C=C/C(=O)c3ccco3)cc2c1	0%	-1%	0.0%	2%	20%	4.0%	-12%	-1.9%	0.9%
CCOC(=O)c1c(C)[nH]c(C)c1S(=O)(=O)N(C)CC(=O)N(C)Cc1ccccc1	-11%	-6%	?	11%	5%	-4.6%	3%	-0.7%	-0.1%
COc1ccc(C(=O)c2c[nH]c3ccccc23)cc1	-25%	8%	-0.3%	-2%	-2%	0.0%	-8%	-0.8%	-0.2%
Fc1ccc(F)c(CN2CCN(c3ncccn3)CC2)c1	-21%	17%	-0.4%	-7%	9%	0.3%	1%	6.5%	0.2%
COC(=O)[C@@H](NC(=O)O[C@@H]1C(=O)c2cc(Br)ccc2O[C@H]1c1cccc(OC)c1)C(C)C	-47%	-13%	nt	8%	5%	-1.2%	nt	4.0%	0.6%
CCOC(=O)c1c(NC(=O)CSc2nnc(-c3cccnc3)n2Cc2ccco2)sc(C)c1C	-10%	-16%	nt	-6%	1%	0.0%	-5%	49%	0.2%
CCOc1ccc(-c2nn(-c3ccccc3)cc2/C=C2\SC(=S)N(Cc3ccco3)C2=O)cc1	-12%	-26%	-0.4%	-8%	15%	3.1%	-3%	17%	-0.2%
Cc1sc2nc(CN3CCOCC3)nc(Oc3ccc(NC(=O)c4ccco4)cc3)c2c1C	-4%	9%	2.3%	2%	4%	4.1%	-5%	0.6%	-0.3%
CCCCc1ccc(NC(=O)NCc2ccccn2)cc1	-34%	-23%	-0.3%	2%	10%	-0.9%	-5%	1.6%	0.4%
O=C(/C=C/c1ccco1)N(Cc1ccc(Cl)cc1)C1CCS(=O)(=O)C1 (centres undefined)	12%	8%	-0.1%	6%	2%	-1.2%	-6%	2.7%	-0.1%

Screens deposited in PubChem BioAssay by several laboratories.
